Source: PubChem
CendR NRP1 mod = modulators of CendR peptide binding to human neuropilin-1; O14786; 0.85% of 360,000 active; inhibition, % at 25 µM; AID 602438; FAM-RPARPAR peptide binding to NRP-1, fluorescence polarization;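 active = inhibition or corrected inhibition above about 18%, plus a signal ratio from 0.5 to 1.5, limit read from the data, passing the limit was not always enough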; note: strong numbers were not always called active
eLon inh = inhibitors of E. coli Lon protease. P0A9M0. 0.42% of 360,000 active. inhibition, % at 7.94 µM. purified E. coli Lon protease, fluorescence polarization; in the data active = inhibition above about 13%, passing the limit was not always enough;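 note: 0% = enzyme with probe and DMSO and 100% = no enzyme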
MsrA act = activators of bovine methionine sulfoxide reductase A; purified bovine MsrA, absorbance read-out; activation, % at 10.6 µM; 0.3% of 360,000 active; in the data active = activation above about 7.5%;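 note: 0% = vehicle and 100% = reference activator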
MsrA inh = inhibitors of bovine MsrA; inhibition, % at 15.5 µM; purified bovine MsrA, absorbance read-out; AID 651718; 0.75% of 360,000 active; in the data active = inhibition above about 4.5%;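 note: 0% = vehicle wells with enzyme and 100% = reference inhibitor wells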
Scp1 inh = Scp-1 (human) phosphatase inhibition. inhibition, % at 20 µM. Q9GZU7. 0.88% of 340,000 active. Recombinant Scp1, phosphopeptide, malachite green phosphate absorbance;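 active = inhibition above about 50% at 20 µM, limit read from the data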;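 note: plate controls were DMSO wells with enzyme for no effect and wells lacking enzyme for full effect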
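Times: enzyme reaction 45 min at room temperature, colour 5 min, stabilisation 30 min. Material: SCP-1 catalytic fragment, aa 76-261. Medium: Acidic Tris acetate buffer with magnesium and detergent. Signal: colorimetric free-phosphate detection, absorbance 630 nm. Read-out basis: % inhibition of SCP-1 phosphate liberation. Reagent: Phosphorylated 17-residue peptide substrate.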
TbMetRS inhib = blocks T. brucei methionyl-tRNA synthetase activity; purified T. brucei MetRS, ATP depletion, Kinase-Glo luminescence; 0.4% of 360,000 active; AID 624268; inhibition, % at 11.9 µM;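 active = inhibition above a per-plate cutoff of the control wells' mean inhibition plus 3 SD, cut at about 5.5% in these data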;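 note: 0% = DMSO wells median and 100% = median of wells with control inhibitor compound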
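Assay system: T. brucei methionyl-tRNA synthetase, purified | Medium: HEPES buffer with MgCl2, KCl, DTT, spermine, BSA, pyrophosphatase | Compound: 11.9 µM single point | Incubation: 15 min enzyme-compound preincubation, 2 h reaction, 10 min detection, 25 °C | Measured by: Kinase-Glo luciferase luminescence reporting remaining unconsumed ATP | Measure: % inhibition normalized to control-well medians | Replication: Singlicate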
LMPTP block = LMPTP (human) inhibition; P24666; recombinant LMPTP-A, OMFP fluorogenic substrate, fluorescence intensity; inhibition, % at 20 µM; 0.22% of 360,000 active;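 active = compounds that cut the enzyme signal by at least half of the control window in the single-dose screen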;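 note: plate controls were DMSO wells with enzyme plus substrate for no effect and substrate without enzyme for full effect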
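Test system – LMPTP-A enzyme · Amount – LMPTP-A at 0.625 nM final in the reaction · Buffer or medium – Bis-Tris pH 6.0, DTT, detergent · Reagent – OMFP 400 µM · Doses – single 20 µM dose · Schedule – reaction 50 min, room temperature, dark · Detection – fluorescence intensity of OMFP turnover product · Evaluation – percent inhibition versus substrate-only and uninhibited controls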
STEP inh = blocks human striatal-enriched tyrosine phosphatase. P54829. inhibition, % at 20 µM. recombinant STEP, OMFP fluorogenic substrate, fluorescence. 0.25% of 360,000 active;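 active = inhibition at 20 µM, scaled per plate between control wells, above about 37%, limit read from the data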;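 note: 0% = DMSO with enzyme and substrate and 100% = substrate only without enzyme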
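System: STEP (striatal-enriched tyrosine phosphatase) enzyme, cell-free; medium: Bis-Tris pH 6.0 buffer with DTT, detergent; dosing: 20 µM, 1% DMSO; times: reaction 20 min, ambient temperature; detection: fluorescence, 480/540 nm; read-out basis: normalized % inhibition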
SUMO1 PPI mod = alters human SUMO1 binding to SIM partners | P63165 | 0.33% of 360,000 active | inhibition, % at 20 µM | AID 602429 | SUMO1 binding to a labelled peptide, TR-FRET, 1 h; in the data active = inhibition above about 37%
DNMT1 inh = DNMT1 (human) enzyme inhibition. inhibition (reported as % activation of signal), % at 10 µM. 0.83% of 360,000 active. P26358. DNMT1 molecular beacon, Hinp1I cleavage, fluorescence; in the data active = inhibition above about 50%
Target sequence (P26358 504-1616 limits assumed): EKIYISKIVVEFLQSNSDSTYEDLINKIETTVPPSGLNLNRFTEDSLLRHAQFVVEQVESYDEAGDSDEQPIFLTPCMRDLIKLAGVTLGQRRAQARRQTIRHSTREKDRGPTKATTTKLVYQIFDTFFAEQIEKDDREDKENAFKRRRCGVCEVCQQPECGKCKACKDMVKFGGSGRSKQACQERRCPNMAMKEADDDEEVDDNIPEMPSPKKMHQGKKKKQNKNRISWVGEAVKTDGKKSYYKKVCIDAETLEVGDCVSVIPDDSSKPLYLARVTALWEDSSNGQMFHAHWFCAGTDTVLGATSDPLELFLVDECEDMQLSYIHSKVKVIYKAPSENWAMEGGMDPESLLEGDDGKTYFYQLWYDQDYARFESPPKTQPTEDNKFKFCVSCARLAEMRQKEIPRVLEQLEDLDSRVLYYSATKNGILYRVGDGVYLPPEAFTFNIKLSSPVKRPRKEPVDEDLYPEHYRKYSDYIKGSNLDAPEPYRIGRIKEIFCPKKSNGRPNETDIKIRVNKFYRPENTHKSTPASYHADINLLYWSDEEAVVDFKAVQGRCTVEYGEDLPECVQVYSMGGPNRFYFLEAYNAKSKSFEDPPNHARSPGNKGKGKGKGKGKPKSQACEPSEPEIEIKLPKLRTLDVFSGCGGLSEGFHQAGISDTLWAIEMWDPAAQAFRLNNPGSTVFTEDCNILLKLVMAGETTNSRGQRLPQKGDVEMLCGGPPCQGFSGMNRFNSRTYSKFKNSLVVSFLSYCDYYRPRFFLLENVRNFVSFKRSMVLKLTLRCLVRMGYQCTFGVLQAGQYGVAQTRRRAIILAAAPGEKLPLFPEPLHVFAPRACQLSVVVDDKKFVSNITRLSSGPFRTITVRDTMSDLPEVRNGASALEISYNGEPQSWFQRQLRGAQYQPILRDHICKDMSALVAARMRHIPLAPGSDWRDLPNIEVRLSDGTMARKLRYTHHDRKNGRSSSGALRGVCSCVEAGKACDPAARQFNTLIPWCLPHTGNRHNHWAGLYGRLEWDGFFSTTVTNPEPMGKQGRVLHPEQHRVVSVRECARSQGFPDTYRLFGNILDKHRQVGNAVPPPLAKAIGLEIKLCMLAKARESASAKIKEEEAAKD
Active calls of the source: *; · = not tested or not shown. This is a random part of the collection. About 4.3% of those tested had a hit in this group.

SMILES	CendR NRP1 mod	eLon inh	MsrA act	MsrA inh	Scp1 inh	TbMetRS inhib	LMPTP block	STEP inh	SUMO1 PPI mod	DNMT1 inh
Cc1noc(-c2ccccc2OC(=O)c2ccccc2)n1	-8	-11	-4	-1.2	-6	-0.9	-0.7	-1	-1	2
CSc1ccc(CN2C(=O)C(F)(F)Oc3c(C(C)=O)cccc32)cc1	-1	-5	0	·	·	-0.4	1.2	2	6	-4
O=C(CN1CCC(NC(=O)c2ccccc2Cl)CC1)NCc1ccccc1	7	-4	0	0.6	-5	-0.1	-1.6	1	7	1
COc1ccc(N(CC(=O)N2CCN(C)CC2)S(=O)(=O)c2ccccc2)cc1	10	1	0	-0.8	0	-0.2	-1.2	1	2	-2
Cc1ccc(OCCCCn2cnc3ccccc32)c(C)c1	-7	-1	-1	-0.6	37	0.1	3.5	-19	4	1
O=C(NC12CC3CC(CC(C3)C1)C2)c1cnccn1	23	15*	2	-0.2	51*	0.1	0.3	3	-3	11
CCOc1ccc(CCNC(=O)c2ccc3ccccc3n2)cc1OCC	10	-14	1	0.7	-10	-0.2	-1.6	0	-2	-2
O=C(Nc1c2c(nn1-c1ccc(F)cc1)CSC2)c1ccc(S(=O)(=O)N2CCOCC2)cc1	-21	2	-10	·	-7	-0.5	-0.9	5	4	-6
CCC1Sc2ccc(S(=O)(=O)CCC(=O)Nc3cccc(Br)c3)cc2NC1=O (stereo not drawn)	10	2	-2	0.5	8	0.2	1.2	0	6	7
CCN(CC)c1ccc(NC(=O)c2ccc(=O)[nH]c2)cc1S(=O)(=O)Nc1ccccc1OC	-8	-4	-3	0.5	-1	-0.4	4.0	9	16	-13
CC(/C=C1\SC(=S)N(CC(=O)O)C1=O)=C\c1ccccc1	-8	4	-2	-0.3	-11	-0.4	-0.9	1	-14	-1
CN(C)c1nc(N(C)C)c2cnn(C)c2n1	8	-8	-3	-0.1	-12	-0.3	-2.7	-1	3	2
CCOc1ccc(N(CC(=O)NCc2ccc(Cl)cc2)S(=O)(=O)c2ccccc2)cc1	3	3	-1	0.8	-3	-0.6	1.6	0	3	1
CCc1nc2n[nH]c(N)c2c2c1CCCC2	9	-8	-11	0.1	0	0.7	-0.7	-3	-2	1
O=C(CN1CCN(S(=O)(=O)c2cccc(F)c2)CC1)NCC1(N2CCOCC2)CCCCC1	-8	-5	-5	-0.6	-5	-0.3	-1.2	-2	0	0
Cc1ccccc1Nc1nc(N)[nH]c(=O)c1N=O	15	26*	-4	2.2	·	-0.6	-0.5	-1	-6	-6
O=C(Nc1ccn(CCCNCCN2CCOCC2)c(=O)n1)OCc1ccccc1	4	4	-6	-0.1	4	0.5	-1.4	1	0	4
CC(C)CCNC(=O)C(=O)Nc1cc2c3c(c1)CCC(=O)N3CCC2	-6	-4	-4	0.2	-4	-0.3	-1.2	0	1	1
O=CN1CCN(C(=O)c2ccccc2F)CC1	10	-5	1	-0.4	-18	-0.5	-0.5	-2	1	2
COc1ccc(Nc2nnc(SCc3cn4c(C)cccc4n3)s2)cc1	0	-8	-2	0.3	-8	0.0	1.8	4	6	-3
COc1cc(C(=O)O)cc(OC)c1OCc1cc(C(=O)O)oc1C	-11	-3	4	-0.6	32	-0.1	-4.0	0	2	17
Cc1cc(C)nc(-n2nc(C)cc2NC(=O)CN2CCCC(C)C2)n1 (stereo not drawn)	4	7	0	-0.4	-5	0.3	0.1	-2	3	0
c1ccc(OCCSc2ncnc3nc[nH]c23)cc1	-11	1	-8	0.7	-4	-0.8	-0.7	-1	-1	1
Cc1onc(-c2ccccc2Cl)c1C(=O)NCc1ccc(S(N)(=O)=O)cc1	8	3	-2	-0.5	-7	-0.1	0.4	-2	2	-3
CCCOn1c(-n2nc(C)cc2C)nc2ccccc2c1=O	0	-4	0	0.2	-7	-0.7	-0.5	-4	0	1
SMILES	CendR NRP1 mod	eLon inh	MsrA act	MsrA inh	Scp1 inh	TbMetRS inhib	LMPTP block	STEP inh	SUMO1 PPI mod	DNMT1 inh
Cc1cc(C(=O)Nc2cccc(NC(=O)c3ccco3)c2)ccc1[N+](=O)[O-]	7	-5	0	1.9	-7	-0.4	2.4	0	-11	1
CC(C)[C@H](NC(=O)c1c(F)cccc1F)C(=O)N1CCN(c2ccc(F)cc2)CC1	12	-3	1	0.3	-5	-0.9	0.2	2	-5	-3
CC1Oc2ccccc2N(Cc2cccnc2)C1=O (stereo not drawn)	0	-2	-2	-0.6	3	-0.8	-0.6	-1	-3	0
O=C(NCC1CC1)c1onc(CSc2ccc(F)c(F)c2)c1C(=O)NCC1CC1	0	-18	-1	0.0	4	0.1	-0.4	-3	1	4
O=Cc1ccc(-c2cccs2)s1	-8	1	-4	2.0	10	-0.5	-0.5	-3	-25	0
O=C(COC(=O)c1ccccc1NC(=O)c1ccco1)Nc1ccc2c(c1)OCO2	1	-2	-6	0.7	-3	-1.0	-0.5	2	1	-4
COC(=O)[C@H](Cc1ccccc1)NC(=O)/C=C/[C@H]1O[C@@H](n2ccc(=O)[nH]c2=O)[C@H](O)[C@@H]1O	18	-9	-1	-1.7	·	0.2	-1.1	7	2	6
CCOc1cccc(/C=C2\NC(=S)N(c3ccccc3)C2=O)c1O	-3	0	-5	1.5	-14	-0.9	2.2	1	-27	-2
CCCCc1c(C)nc2ccc(C)cc2c1SCCC(=O)O	2	-1	-9	0.9	1	-0.2	0.0	1	-2	-1
CCOC(=O)c1cccc(NC(=O)c2cncc(Br)c2)c1	0	12	-10	0.0	3	-1.7	-0.2	3	-1	4
CC(=O)Nc1ccc(C(=O)Nc2cccc(S(=O)(=O)NC3=NCCC3)c2)cc1	9	-2	-1	-0.8	15	-0.7	0.6	0	0	1
COC(=O)c1cc(S(=O)(=O)NCc2ccc3c(c2)OCO3)c[nH]1	-11	3	-6	0.6	-7	-0.4	-1.0	-3	0	1
O=c1cc(N2CCCCC2)c2ccccc2o1	2	1	-2	2.5	-2	1.4	-0.4	0	4	1
C/C(=N\Nc1cccc(C(=O)O)c1)c1ccc(Cl)s1	-25	0	-5	2.6	29	0.1	0.7	0	4	7
COc1ccc(-c2nc(-c3cccc(C)c3)no2)cc1OC	0	3	-7	·	-3	-0.2	3.3	4	10	-2
COc1cccc(OC)c1OCCCCn1cnc2ccccc2c1=O	-1	-6	0	-0.8	12	-0.4	-0.6	-1	0	1
O=C(Cn1c(=O)oc2ccccc21)Nc1ccccc1Cl	7	10	0	-0.1	-10	0.1	-0.4	-1	5	0
Cc1nc2c(c3c1[nH]c1ccccc13)C(O)CC(C)(C)C2 (stereo not drawn)	4	-9	-1	0.2	-7	-0.8	1.2	2	1	2
Cc1ccc(/C=N/NC(=O)c2cc3ccccc3cc2O)o1	4	-14	-10	2.2	6	0.0	1.1	0	-24	2
CC(=O)c1c(C)[nH]c(C(=O)COC(=O)CCNS(=O)(=O)c2ccc(C)c(C)c2)c1C	0	14	-13	0.6	10	0.1	0.0	-1	2	-1
CC1CC(C)CN(S(=O)(=O)c2cccc3nsnc23)C1 (stereo not drawn)	9	3	-8	-0.7	3	-0.4	-0.8	1	-17	1
CCCNC(=O)COc1coc(CN2CCN(Cc3ccccc3)CC2)cc1=O	23*	0	-1	1.3	-3	0.2	-1.9	0	-2	1
CN(Cc1ccccc1)S(=O)(=O)c1ccc(OCC(=O)NCc2cccnc2)cc1	12	4	-2	0.4	0	-0.7	0.3	1	-1	0
c1ccc(-n2ncc3c(NCc4ccc5c(c4)OCO5)ncnc32)cc1	-4	5	-8	0.4	3	-0.5	1.9	4	4	-7
CNc1ccc(Br)cc(C(=O)/C=C/c2cccc(Cl)c2Cl)c1=O	-95	-29	-2	1.7	-6	-0.1	27	1	16	46

Profiles as entered above:
Entry for COc1cccc(OC)c1OCCCCn1cnc2ccccc2c1=O : CendR NRP1 mod = -1; eLon inh = -6; MsrA act = 0; MsrA inh = -0.8; Scp1 inh = 12; TbMetRS inhib = -0.4; LMPTP block = -0.6; STEP inh = -1; SUMO1 PPI mod = 0; DNMT1 inh = 1
Entry for O=C(NCC1CC1)c1onc(CSc2ccc(F)c(F)c2)c1C(=O)NCC1CC1 : CendR NRP1 mod = 0; eLon inh = -18; MsrA act = -1; MsrA inh = 0.0; Scp1 inh = 4; TbMetRS inhib = 0.1; LMPTP block = -0.4; STEP inh = -3; SUMO1 PPI mod = 1; DNMT1 inh = 4
Entry for Cc1ccc(/C=N/NC(=O)c2cc3ccccc3cc2O)o1 : CendR NRP1 mod = 4; eLon inh = -14; MsrA act = -10; MsrA inh = 2.2; Scp1 inh = 6; TbMetRS inhib = 0.0; LMPTP block = 1.1; STEP inh = 0; SUMO1 PPI mod = -24; DNMT1 inh = 2

The list goes on:
SMILES	CendR NRP1 mod	eLon inh	MsrA act	MsrA inh	Scp1 inh	TbMetRS inhib	LMPTP block	STEP inh	SUMO1 PPI mod	DNMT1 inh
Cc1ccc(S(=O)(=O)N2CCC(C(=O)Nc3ccc(N4CCOCC4)cc3)CC2)cc1C	8	-4	-1	-1.4	1	-0.1	-1.9	0	4	-3
CCc1nc(SCC(=O)N2CCN(c3ccccc3)CC2)c2oc3ccccc3c2n1	2	0	-7	0.0	-8	-0.7	6.7	0	0	1
CSCCC(NS(=O)(=O)c1ccc(Cl)cc1)C(=O)OCC(=O)NC1CC1 (stereo not drawn)	-6	-7	-3	-0.4	3	0.1	-1.9	-4	3	-4
COc1ccc2nc(-c3ccccc3)nc(SC)c2c1	-9	-12	-4	0.0	0	-1.7	3.3	-2	-2	0
CC(=O)c1cccc(NC(=S)N2CCN(S(=O)(=O)c3ccc(F)cc3)CC2)c1	5	-2	-2	0.1	-7	-0.2	1.3	6	-12	-4
Cc1ccc(OS(=O)(=O)c2ccccc2)c(/C=N/N=C2\NC(=O)C(C)S2)c1 (stereo not drawn)	1	-2	0	0.4	0	-0.6	2.5	-5	-4	-3
CC(C)N1CC2(CC(c3ccccc3C(F)(F)F)=NO2)CN1C(=O)c1ccc(C(C)(C)C)cc1 (stereo not drawn)	2	-2	-2	-0.3	·	-0.7	2.0	2	0	10
Cc1ccc(CN2CC(C(=O)N3CCN(S(=O)(=O)c4ccc(C)cc4C)CC3)CC2=O)cc1 (stereo not drawn)	5	2	-1	0.6	-13	-0.4	-10	2	-35	-3
Cc1ccc(C(=O)N[C@H](C(=O)Nc2cccc(S(=O)(=O)N3CCOCC3)c2)C(C)C)cc1	1	-2	2	0.4	·	0.0	0.3	2	-1	-3
Cc1nc2ccccc2n1CC(=O)N/N=C/c1cccs1	-7	-7	-5	1.0	-2	0.6	0.2	2	-9	4
COc1ccc(CCCc2nnc(SCC(=O)Nc3nc(C)cs3)n2C)cc1C	0	-1	-6	0.0	0	-1.4	-0.8	2	3	1
